Screening data (PubChem)
ASK1 primary: inhibitors of human ASK1 kinase; Q99683; AlphaScreen MKK6 phosphorylation by ASK1, luminescence; inhibition, % at 7.44 µM; 22,000 tested, 0.99% active; AID 1159602; in the data active means inhibition above about 35%;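 further: 0% = median of compound wells and 100% = no enzyme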
ULK1 primary: inhibitors of human ULK1 kinase; O75385; AlphaScreen Atg13 phosphorylation by ULK1, luminescence; inhibition, % at 5.96 µM; 30,000 tested, 1.9% active; AID 1259251; in the data active means inhibition above about 43%;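 further: 0% = median of compound wells and 100% = no enzyme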
Target sequence (O75385 whole entry, looked up): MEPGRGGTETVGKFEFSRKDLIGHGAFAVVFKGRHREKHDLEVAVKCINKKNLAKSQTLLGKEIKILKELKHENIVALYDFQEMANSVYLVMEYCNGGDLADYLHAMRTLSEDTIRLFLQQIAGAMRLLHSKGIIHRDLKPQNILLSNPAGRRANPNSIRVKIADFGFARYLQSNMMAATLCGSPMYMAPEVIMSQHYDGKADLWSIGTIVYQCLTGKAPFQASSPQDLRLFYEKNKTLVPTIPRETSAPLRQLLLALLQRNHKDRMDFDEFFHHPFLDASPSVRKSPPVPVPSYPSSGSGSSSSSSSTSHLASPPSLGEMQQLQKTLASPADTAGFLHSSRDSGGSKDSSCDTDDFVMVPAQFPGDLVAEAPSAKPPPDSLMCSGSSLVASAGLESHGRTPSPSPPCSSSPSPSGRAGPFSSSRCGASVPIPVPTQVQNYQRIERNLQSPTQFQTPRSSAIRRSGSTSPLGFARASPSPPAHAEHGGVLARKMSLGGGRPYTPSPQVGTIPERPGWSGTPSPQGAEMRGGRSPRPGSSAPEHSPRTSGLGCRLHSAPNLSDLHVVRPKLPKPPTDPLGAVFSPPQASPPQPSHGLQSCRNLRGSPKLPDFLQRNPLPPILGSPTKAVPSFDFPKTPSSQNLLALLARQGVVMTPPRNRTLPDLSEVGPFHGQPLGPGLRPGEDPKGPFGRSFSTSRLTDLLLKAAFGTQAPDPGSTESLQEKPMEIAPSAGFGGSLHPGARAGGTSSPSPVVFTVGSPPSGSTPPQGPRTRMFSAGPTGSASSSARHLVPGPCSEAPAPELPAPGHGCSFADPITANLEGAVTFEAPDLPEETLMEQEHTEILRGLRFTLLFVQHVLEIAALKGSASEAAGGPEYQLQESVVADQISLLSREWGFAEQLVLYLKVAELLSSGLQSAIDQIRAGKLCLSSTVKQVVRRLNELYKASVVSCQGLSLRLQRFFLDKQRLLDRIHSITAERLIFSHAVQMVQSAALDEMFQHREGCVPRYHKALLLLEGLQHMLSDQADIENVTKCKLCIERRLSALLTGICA
Numbers without * were called inactive; nt = not tested or not shown; & = joins results of further samples. Random draw from the library (roughly 2.2% active in at least one column).

Start of the listing, in advance (5 entries):
SMILES	ASK1 primary	ULK1 primary
Clc1nc(NCc2cccnc2)c2ncn(-c3ccccc3)c2n1	4	2
Clc1ccccc1C(c1ccccc1)(c1ccccc1)n1ccnc1	nt	-15
CC(=O)Nc1ccc(Nc2nc(-c3c(C)nn(C)c3C)nc3c2ncn3Cc2ccc(C(F)(F)F)cc2)cc1	9	-4
O=C1CCCN1CCCNc1nc(NCc2ccccc2)c2ncn(-c3ccccc3)c2n1	12	-6
COc1cc(Nc2nc(Nc3nccc4ccccc34)nc3c2ncn3-c2ccsc2)cc(OC)c1OC	9	-16

The list itself (from the top)
SMILES	ASK1 primary	ULK1 primary
Clc1nc(NCc2cccnc2)c2ncn(-c3ccccc3)c2n1	4	2
Clc1ccccc1C(c1ccccc1)(c1ccccc1)n1ccnc1	nt	-15
CC(=O)Nc1ccc(Nc2nc(-c3c(C)nn(C)c3C)nc3c2ncn3Cc2ccc(C(F)(F)F)cc2)cc1	9	-4
O=C1CCCN1CCCNc1nc(NCc2ccccc2)c2ncn(-c3ccccc3)c2n1	12	-6
COc1cc(Nc2nc(Nc3nccc4ccccc34)nc3c2ncn3-c2ccsc2)cc(OC)c1OC	9	-16
Cc1cnc(Cl)nc1N	5	1
Cn1c(N)c(NC=O)c(=O)n(C)c1=O	nt	9
CCCCCCCCCCCCCCCCCCOC[C@H](COP(=O)(O)OCC[N+](C)(C)C)OC	nt	-8
Cc1cc(NCCN(C(C)C)C(C)C)nc(NCc2cccnc2)n1	-5	-6
COc1ccc(-c2nc(NCCO)c3ncn(-c4ccccc4)c3n2)cc1	1	-77
CCCNc1nc(-c2ccc(C(N)=O)cc2)ncc1C	4	1
NS(=O)(=O)c1ccc(Nc2nccc(NC3CCN(C(=O)c4ccc5c(c4)OCCO5)CC3)n2)cc1	-18	2
COc1nc(N)nc2nc[nH]c12	nt	-2
c1cn(-c2ccc(Nc3nccc(-c4cncc(N5CCOCC5)c4)n3)cc2)cn1	-14	34
Oc1ccc(CCNc2nc(Nc3ccccn3)nc3c2ncn3C2CCCCC2)cc1	-10	-8
CCC(Oc1ccccc1)C(=O)NC1C(=O)N2C1SC(C)(C)C2C(=O)O (centres undefined)	nt	-5
O=C(Cc1cn(-c2ccc(NCCCN3CCCC3=O)nn2)c2ccccc12)Nc1ccc(Oc2ccccc2)cc1	16	-13
CC(C)n1cnc2c(Nc3ccccc3)nc(Nc3cccc(N(C)C)c3)nc21	22	7
CC(=O)c1cccc(-c2cc(NCCN3CCOCC3)nc(N)n2)c1	9	-27
COc1ccc(CCNc2ccnc(-c3ccc(OC)cc3)n2)cc1	-7	-17
CO/C(C)=C/c1sc2ccccc2[n+]1C	nt	-7
CCOC(=O)C(N)CS (centres undefined)	nt	12
COc1cc(NC(=O)c2cc(N3CCN(c4ccccn4)CC3)nc3ccccc23)cc(OC)c1OC	3	-4
O=C(NCCc1ccccc1)C(C(=O)c1ccccc1)n1ccccc1=O (centres undefined)	nt	-7
CCCNc1nc(Nc2ccc(-n3ccnc3)cc2)nc2c1ncn2-c1ccsc1	13	8
CC(C)n1c(-c2csc3ccccc23)nc2c(NCCCN3CCCC3=O)ncnc21	3	-10
NC(=O)c1csc(-c2ccc(N3CCOCC3)nc2)n1	-23	8
CC(C)n1c(Nc2ccc(-n3ccnc3)cc2)nc2c(Nc3ccc4c(c3)OCO4)ncnc21	30	-12
COc1cc(Nc2nc3ccc(C(=O)NCc4ccccc4)cc3s2)cc(OC)c1OC	-9	4
Nc1cccc(-c2cccc(C(=O)Nc3ccc(Oc4ccccc4)cc3)n2)c1	5	-27
O=C(NCc1cccc(C(F)(F)F)c1)c1cccc(Nc2cccnc2)c1	0	-7
COc1ccc2c(c1)CC(c1nc(N(C)CCc3ccncc3)c3ccc(-c4cn[nH]c4)cc3n1)CO2 (centres undefined)	4	-41
N[C@H](Cc1cccc(F)c1)c1nc2ncc(-c3ccncc3)cc2[nH]1	2	1
CC(=O)Nc1ccc(NC(=O)c2ccc3nc(NCCCN4CCCC4=O)sc3c2)cc1	-2	3
c1ccc2c(c1)OCC(c1nc3ccc(-c4ccncc4)cc3[nH]1)O2 (centres undefined)	-8	-10
CCC(=O)NCC[C@@H]1CCc2ccc3c(c21)CCO3	nt	-6
O=C(Nc1ccc(-c2cn[nH]c2)cc1)[C@H]1Cc2cc(F)ccc2CN1	8	-6
CCCn1cc(NC(=O)C2CC(c3c(OCOC)ccc4ccccc34)=NO2)cn1 (centres undefined)	-1	-11
CC(O)CN(CCN(CC(C)O)CC(C)O)CC(C)O (centres undefined)	nt	0
CC(=O)Nc1ccc(NC(=O)c2cnc(NC3CCN(Cc4ccccc4)CC3)s2)cc1	3	7
Cc1ccc(CN2CCC(C(=O)NC(C)C)CC2)cc1	nt	-3
CC(=O)Nc1ccc(Nc2cc(-c3ccccc3)nc(N)n2)cc1	-3	-7
O=C(NCCOc1ccccc1)c1cncc(Nc2ncccn2)c1	9	-12
CCN(CC)c1nc(NCc2cccc(C(F)(F)F)c2)nc(Nc2ccnn2C)n1	-15	-16
NC(=O)c1ccc(-c2nc(Nc3ccc(N4CCOCC4)cc3)c3ncn(CCN4CCCC4=O)c3n2)cc1	7	2
CC(C)N(CCNc1nc(-c2ccc(C(=O)NC3CC3)cc2)nc2nc[nH]c12)C(C)C	17	12
CCN(CC)C(=O)C1CCCN(c2cc(C(=O)Nc3ccc(Oc4ccccc4)cc3)c3ccccc3n2)C1 (centres undefined)	-10	19
Cc1cccc(OCC(O)CNC(C)(C)C)c1C (centres undefined)	nt	-1
O=C(NCCN1CCOCC1)c1cccc(Nc2ccncn2)n1	-6	-6
CC(=O)Nc1ccc(NC(=O)c2cnc(-c3ccc(C(=O)N4CCN(C)CC4)cc3)s2)cc1	9	14
COc1cc(Nc2cc(C)nc(Nc3ccncn3)n2)cc(OC)c1OC	5	3
Cc1c(N)cccc1C(F)(F)F	nt	0
CSc1ccc(C(=O)c2[nH]c(=O)[nH]c2C)cc1	nt	-10
Cc1nc(C)n(-c2ccc(Nc3nccc(-c4cccc(-n5cccn5)c4)n3)cc2)n1	0	3
C/C=C/CSc1nc2c(c(=O)[nH]c(=O)n2C)n1C(C)C	nt	-1
COc1cc(Nc2nccc(Nc3ccc(NC(C)=O)cc3)n2)cc(OC)c1OC	3	18
Cc1ccc(-c2ncn(-c3ccc(Nc4nccc(-c5cncc(N6CCOCC6)c5)n4)cc3)n2)cn1	41*	3
Cc1c(C)n2c3c(=O)[nH]c(=O)n(C)c3nc2n1-c1ccccc1	nt	0
CC(C)n1cnc2c(NCc3ccccc3)nc(NCc3ccc4c(c3)OCO4)nc21	3	-9
O=C(Nc1ccc(Br)cc1)N[C@H]1CCN(C(=O)c2ccc3[nH]ncc3c2)C1	-6	-6

A second format for 3 compounds above:
| canonical_smiles | ASK1 primary | ULK1 primary |
| --- | --- | --- |
| CC(=O)Nc1ccc(Nc2cc(-c3ccccc3)nc(N)n2)cc1 | -3 | -7 |
| CSc1ccc(C(=O)c2[nH]c(=O)[nH]c2C)cc1 | nt | -10 |
| Cc1ccc(CN2CCC(C(=O)NC(C)C)CC2)cc1 | nt | -3 |

New compounds follow
SMILES	ASK1 primary	ULK1 primary
CCN(CC)c1nc(NCCc2ccc(OC)cc2)nc(Nc2ccc(-n3ccnc3)cc2)n1	20	-31
Cc1noc(C)c1-c1cncc(C(=O)NC2CC2)c1	-6	2
C/C=C(\CC(NCc1ccccc1CC(OC)OC)c1ccc(C)o1)C[Si](C)(C)C (centres undefined)	-4	1
O=C(NC1CCN(Cc2ccccc2)CC1)c1csc(-c2cccs2)n1	7	-8
CC(=O)Nc1ccc(NC(=O)c2csc(-c3ccc(C(N)=O)cc3)n2)cc1	-6	-18
CC(C)C(=O)NC(Nc1cccc([N+](=O)[O-])c1)C(Cl)(Cl)Cl (centres undefined)	nt	-13
CCCNc1nc(NCc2ccc3c(c2)OCO3)nc2c1ncn2C(C)C	20	-14
O=C(Nc1ccccc1)c1cnc(Nc2ccc3ncccc3c2)s1	-7	-16
OCCNc1cc(Nc2ccncn2)ncn1	1	11
CC(C)(C)NC(=O)C(=O)NNC(=O)COc1ccc2ccccc2c1	nt	-4
Oc1ccc(CCNc2nc(N3CCC(N4CCOCC4)CC3)nc3c2ncn3C2CCCCC2)cc1	9	-5
Nc1cccc(-c2nc(NC3CC3)c3ncn(CCN4CCCC4=O)c3n2)c1	-9	-8
O=C(NC1CCN(Cc2ccccc2)CC1)c1ccnc(Nc2ccncc2)c1	-4	8
O=C1N(Cc2ccccc2OC(F)F)CCN1c1ccc(C(F)(F)F)cn1	nt	4
CC(=O)N[C@@H](CCC(N)=O)C(=O)O	nt	-9
COc1ccc(CCNc2ccnc(-c3c(C)nn(C)c3C)n2)cc1	4	10
Cc1noc(C)c1-c1cc(NCCCN2CCCC2=O)nc(N)n1	-8	13
Cc1cc(C)c(NC(=O)CSc2ncc(CO)n2CC(=O)NC2CCCC2)c(C)c1	nt	-1
COCCNc1cc(-c2cncc(-c3ccccc3)c2)nc(C)n1	nt	6
c1ccc2[nH]c(CNc3nc(Nc4cnccn4)nc4nc[nH]c34)nc2c1	-15	5
CN1CCN(c2cc(-c3ccccc3)nc(-c3cccnc3)n2)CC1	nt	-9
COCC(=O)NNC(=O)c1ccccc1OC	nt	-5
CC(=O)Nc1ccc(Nc2nc(NCc3cccnc3)nc3nc[nH]c23)cc1	6	5
NC(=O)c1cc(N2CCCC2CO)nc2ccccc12 (centres undefined)	0	5
c1cncc(CNc2cc(N3CCc4ccccc4C3)ncn2)c1	8	12
COc1cc(NC(=O)c2cncc(Nc3ncccn3)c2)cc(OC)c1OC	6	25
COc1cc(Nc2nc(-c3ccc(N4CCOCC4)nc3)nc3nc[nH]c23)cc(OC)c1OC	8	-9
Cc1nn(C)c(C)c1-c1nc2ccc(C(=O)NCCc3ccc(O)cc3)cc2s1	7	-16
Cc1cc(Nc2ccccc2)nc(N2CCCC2CO)n1 (centres undefined)	-7	-3
CCC(=O)OCC(=O)[C@@]1(OC(=O)CC)[C@H](C)CC2C3C([C@@H](O)C[C@@]21C)[C@@]1(C)C=CC(=O)C=C1C[C@H]3Cl (some centres undefined)	nt	-12
CN1CCN(C(c2ccccc2)c2nnnn2C(C)(C)C)CC1 (centres undefined)	nt	-6
CCc1ccc(N2C(=O)CSC23C(=O)Nc2ccccc23)cc1 (centres undefined)	nt	11
CC(C)(C)OC(=O)N[C@H](Cc1ccccc1)C(=O)N1CCC(C(=O)Nc2ccc3[nH]ncc3c2)C1 (some centres undefined)	-6	-4
O=C(c1ccc([N+](=O)[O-])cc1[N+](=O)[O-])N1CCCC1	nt	2
Cc1cnc(Nc2ccncn2)nc1NCc1cccc(C(F)(F)F)c1	0	-5
COc1ccc(-c2ccc(C(=O)NCCOc3ccccc3)s2)cc1	-17	-1
COc1cc(Nc2nc(Nc3ncccn3)ncc2C)cc(OC)c1OC	-5	29
O=C(Cc1ccc(Br)cc1)Nc1nc2ccc(-c3ccncc3)cc2s1	4	-7
O=C(NCc1cccnc1)c1csc(N2CCOCC2)n1	-11	-3
CC(=O)c1cccc(-c2nc3ccc(C(=O)NCCc4ccc(O)cc4)cc3s2)c1	11	7

2 consecutive entries out of the list so far, for reference:
SMILES	ASK1 primary	ULK1 primary
Clc1nc(NCc2cccnc2)c2ncn(-c3ccccc3)c2n1	4	2
Clc1ccccc1C(c1ccccc1)(c1ccccc1)n1ccnc1	nt	-15

Remaining list, next part
SMILES	ASK1 primary	ULK1 primary
CC(C)N(CCNc1nc(-c2ccc(C(N)=O)cc2)nc2c1ncn2Cc1ccc(C(F)(F)F)cc1)C(C)C	-5	-15
c1ccc(Oc2nccc(NC3CC3)n2)cc1	-12	0
COc1cc2nc(Cl)nc(NCCOc3ccccc3)c2cc1OC	1	-7
c1ccc(CN2CCC(Nc3nc(-c4csc5ccccc45)nc4c3ncn4-c3ccccc3)CC2)cc1	19	-38
O=C1Cc2cc(CCN3CCN(c4nsc5ccccc45)CC3)c(Cl)cc2N1	nt	19
COc1ccc(CCNC(=O)c2cccc(-c3cccc(N)c3)c2)cc1	11	-4
Cc1ccc2nc(C)c(NC(=O)c3cccs3)c(=O)n2c1	nt	7
CN1C(C(=O)Nc2ccccn2)=C(O)c2ccccc2S1(=O)=O	nt	-3
O=C(Nc1ccccc1)C1CCN(c2ccc(Nc3ccccc3)nn2)CC1	1	-1
CC(=O)Nc1ccc(NC(=O)c2cnc(Nc3nccc4ccccc34)s2)cc1	-1	2
COc1cc(Nc2nc(NCCCN3CCCC3=O)nc3c2ncn3C2CCCCC2)cc(OC)c1OC	17	15
COc1ccc(-c2nc(Nc3ccc(Oc4ccccc4)cc3)c3ncn(CCN4CCCC4=O)c3n2)cn1	9	-22
c1ccc(CN2CCC(Nc3cc(Nc4ccccc4)ncn3)CC2)cc1	0&3	-1&6
O=C(NCc1ccccc1)Nc1ccc(-c2cn[nH]c2)cc1	-2	5
OCCNc1nc(NCCN2CCOCC2)nc2c1ncn2Cc1ccc(C(F)(F)F)cc1	-9	4
CCc1cc(Cl)c(OC)c(C(=O)NC[C@@H]2CCCN2CC)c1O	nt	3
CCN(CC)C(=O)C1CCCN(c2nc(C)cc(Nc3ccccc3)n2)C1 (centres undefined)	-11	42
CCCn1c(=O)n(CCC)c2cc(Cl)ccc21	nt	1
COc1cccc(OCc2nc3cc(-c4ccncc4)ccc3c(=O)[nH]2)c1	-9	2
Cc1cccn2c(=O)c3c(nc12)CCN(C(=O)c1ccc(C(C)(C)C)cc1)C3	nt	-2
Cn1cc(-c2cc(Nc3ccc(N4CCOCC4)cn3)ncc2Cl)cn1	-23	53*
CC(=O)Nc1ccc(NC(=O)CSc2ncc(-c3ccccc3)n2C)cc1	nt	6
Cc1nn(C)c(C)c1-c1nccc(N)n1	1	4
CCN(CC)c1nc(NCCCN2CCCC2=O)nc(NC2CCN(Cc3ccccc3)CC2)n1	-16	-1
O=C(CSc1nsc(SCC(=O)C2CC2)n1)C1CC1	nt	6
